Assay outcomes (PubChem BioAssay)
ERp5 inh = blocks human ERp5 reductase activity on insulin | Q15084 | ERp5 insulin aggregation, absorbance 650 nm, 90 min | inhibition, % at 9.99 µM | actives 0.05% (n = 350,000);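 active = mean replicate inhibition above about 25%, with every replicate also reaching it, limit read from the data, passing the limit was not always enough; inconclusive = only one of those two criteria met; inactive = neither criterion met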
Target sequence (Q15084 whole entry, looked up): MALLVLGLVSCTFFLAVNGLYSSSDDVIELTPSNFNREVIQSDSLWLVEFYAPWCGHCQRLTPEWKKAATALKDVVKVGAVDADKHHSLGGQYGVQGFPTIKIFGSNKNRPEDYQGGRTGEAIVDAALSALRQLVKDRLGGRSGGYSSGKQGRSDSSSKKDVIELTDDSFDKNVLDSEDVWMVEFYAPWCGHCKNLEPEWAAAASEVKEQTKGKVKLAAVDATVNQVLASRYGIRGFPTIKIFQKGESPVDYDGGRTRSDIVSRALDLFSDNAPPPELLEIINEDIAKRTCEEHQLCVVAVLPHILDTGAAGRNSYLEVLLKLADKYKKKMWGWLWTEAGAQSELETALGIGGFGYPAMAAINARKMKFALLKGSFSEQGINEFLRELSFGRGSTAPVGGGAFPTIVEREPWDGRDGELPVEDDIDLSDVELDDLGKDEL
CFTR F508del cor = CFTR F508del correction in bronchial cells | activity (quench increase), % at 7.58 µM | CFBE cells, YFP halide quenching; stimulated with forskolin plus potentiator P3; % fluorescence drop versus neutral controls | AID 720511 | actives 0.36% (n = 350,000);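 active = mean added fluorescence quench of at least 8% versus neutral control, with both replicates also reaching 8%; inconclusive = only one of the mean or replicate conditions met; inactive = mean below 8% and not both replicates reaching 8%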;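 also: cells transiently co-express mutant CFTR-F508del with the halide-sensitive YFP; corrector assay measuring rescue of mutant channel to the surface after 24 h compound exposure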
PAX8 inh HTS = lowers PAX8-driven luciferase in RMG-I cells; RMG-I TPO-luciferase reporter, SteadyGlo, 24 h; inhibition, % at 12.6 µM; actives 1.2% (n = 360,000);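 active = mean replicate inhibition at least 60% with every replicate also reaching 60%; inconclusive = only one of the two criteria is met; inactive = mean below 60% and not all replicates reaching 60%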;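 also: luciferase light reporting Pax8 driven TPO promoter activity; plate controls were median of neutral control wells for no effect and mitoxantrone controls for full effect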
Xi reactivation = activators of X-chromosome reactivation in mouse fibroblasts. XiGFP mouse fibroblasts, % GFP-positive cells imaging, 3 d; cells co-treated with 5-aza-dC sensitizer; scaled so ellipticine positive control = 100%. activation, % at 7.58 µM. actives 0.055% (n = 360,000). AID 743238;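 active = mean normalized replicate activation at least 10% and every replicate at or above 10%; inconclusive = only one of the two criteria met; inactive = mean below 10% and not all replicates reach 10%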;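 also: 0% = median of on-plate neutral control wells and 100% = ellipticine 6 µM median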
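System: 68-5-11 XiGFP fibroblast line; Timing: 3 days compound exposure; Compound dosing: one concentration, pinned; Benchmarks: positive control ellipticine, 6 µM final; Buffer or medium: DMEM containing 5-aza-dC.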
EWS-Fli inh = EWS/Fli transcriptional activity inhibition. A673 NR0B1-luciferase reporter, viability-normalised. actives 0.67% (n = 350,000). inhibition, % at 12.6 µM;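 active = mean inhibition of at least 50% after viability correction, with every replicate also passing that limit; inconclusive = mean reaches 50% but only one of two replicates passes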;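 also: firefly luciferase signal divided by Alamar Blue viability fluorescence both relative to DMSO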
DENV2 CPE = inhibitors of DENV2 cytopathic effect; actives 1.7% (n = 350,000); CPE inhibition, % at 9.99 µM; DENV2-infected cells, cytopathic effect rescue, plate reader; in the data active = CPE inhibition above about 20%, passing the limit was not always enough; inconclusive = no clear call, values can overlap the other calls; tested in BHK-21 cells;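 also: 0% = median of neutral control wells and 100% = median of positive control wells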
ARNT-TACC3 inh = ARNT/TACC3 interaction disruption. AlphaScreen His-ARNT PAS-B/GST-TACC3 binding, luminescence; TACC3 fragment carries E629A point mutation. actives 0.66% (n = 390,000). Q9Y6A5. inhibition, % at 9.99 µM;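 active = mean inhibition of replicates at least 50% and at least half of replicates each reaching 50%; inconclusive = half or more replicates reach 50% but mean below 50%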;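 also: 0% = complete ARNT plus TACC3 wells and 100% = ARNT alone without TACC3; many hits fall short of the cut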
INS-1E GSIS act = GLuc luminescence reporter in INS-1E cells, primary screen for activators of glucose-dependent secretion of insulin | INS-1E GLuc reporter insulin secretion, 2-3 h | activation, % at 16.6 µM | actives 0.61% (n = 370,000);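 active = lowest replicate activation of at least 40%, so every replicate reaches that level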;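 also: 0% = median of neutral control wells and 100% = median of IBMX positive control wells; some compounds called inactive have numbers as strong as hits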
* = called active by the depositor; ? = inconclusive; nt = not tested or not shown. An unsorted share of the library; 4.2% or so of the library scored in one or more.

SMILES	ERp5 inh	CFTR F508del cor	PAX8 inh HTS	Xi reactivation	EWS-Fli inh	DENV2 CPE	ARNT-TACC3 inh	INS-1E GSIS act
CC(NC(=O)c1cccnc1)C(c1cccs1)N1CCN(c2ccccc2F)CC1 (stereo not drawn)	0.1	-1.4	-1.8	-0.5	0.4	-2.1	4.6	-32.8
Nc1nc(=S)c2ncn(C3OC(CO)C(O)C3O)c2[nH]1 (stereo not drawn)	6.2	-2.8	24.6	-0.1	12.1	-6.3	nt	-1.9
O=C(C[C@@H]1C=C[C@H](NS(=O)(=O)c2ccccc2)[C@H](CO)O1)N1CCc2ccccc2C1	1.0	2.9	3.6	-0.6	-5.1	7.0	1.5	11.1
O=C(C[C@@H]1CC[C@H]2[C@@H](COC[C@@H](O)CN2C(=O)c2ccccc2F)O1)NCc1ccc(Cl)cc1	2.2	2.6	4.3	0.1	-1.2	7.1	-2.3	3.5
N/C(CCS(=O)(=O)c1ccc(Cl)cc1)=N\OC(=O)c1ccccc1Cl	nt	-1.7	5.5	0.1	11.5	2.8	-0.8	nt
COc1ccc(-n2c(SCC(=O)O)nc3sc4c(c3c2=O)CCC4)cc1	3.7	-3.6	23.1	0.0	13.9	nt	7.1	-0.2
O=C(N/N=C/c1cccc(O)c1)NC1CCCCC1	-0.1	-1.5	-12.9	0.0	-6.8	3.1	35.8	22.5
C[C@H](CO)N1C[C@H](C)[C@H](CN(C)Cc2ccc(C(=O)Nc3ccccc3N)cc2)Oc2ccc(NC(=O)CCC(F)(F)F)cc2C1=O	4.5	-2.2	nt	0.2	43.9	9.0	-7.3	16.3
O=C(Cc1ccccc1)NCC1OCCc2ccccc21 (stereo not drawn)	2.5	-3.9	-16.3	0.0	-14.5	-1.0	-2.5	1.6
C[C@H]1CN([C@@H](C)CO)S(=O)(=O)c2ccc(C#Cc3ccccc3)cc2O[C@@H]1CN(C)C(=O)CN(C)C	1.1	-1.7	nt	-0.9	13.0	18.5	7.9	48.2*
O=C1CCc2cc(S(=O)(=O)N3CCC(C(=O)NCc4ccccn4)CC3)ccc2N1	-5.5	0.9	5.3	0.1	1.9	-0.3	26.9	2.5
CC1CCc2sc(C(=O)N(C)CC(=O)Nc3ccc(N4CCOCC4)cc3)cc2C1 (stereo not drawn)	-4.3	0.2	nt	0.2	-7.4	-3.7	-4.5	-9.6
COc1cccc(NC(=O)Cn2cc(C=O)c3ccccc32)c1	1.8	-1.9	11.2	0.0	6.2	6.8	-12.2	5.5
C/C=C/c1ccc2c(c1)O[C@H](CN(C)C(C)=O)[C@H](C)CN([C@H](C)CO)S2(=O)=O	-0.4	-3.3	nt	-1.0	-2.0	-7.9	-2.6	13.8
CCOC(=O)c1c(C)[nH]c(C)c1C(=O)COC(=O)c1cccnc1SC	0.5	4.7	5.5	0.0	-6.7	-0.3	3.1	77.5
CC1CCC(NC(=O)COC(=O)c2ccc3ncsc3c2)CC1 (stereo not drawn)	-1.8	1.2	-15.4	0.1	-12.1	2.2	-1.7	-0.8
COc1ccc(C(=O)N/C(=C\c2cn(C)c3ccccc23)C(=O)OCCN(C)C)cc1	0.6	-0.1	26.2	0.1	15.9	-3.5	7.2	12.1
CO[C@@H]1CN(C)C(=O)c2cc(NC(=O)Nc3ccccc3F)ccc2OC[C@@H](C)N(CC2CC2)C[C@@H]1C	7.9	-0.2	3.3	0.1	2.2	3.9	-7.0	-9.1
CC1(C)Cc2c(sc3[nH]c(=S)[nH]c(=O)c23)CO1	4.4	0.3	-18.9	0.2	0.8	-4.1	nt	-6.2
CN(C)/C=C/C(=O)c1cnc(-c2ccccc2Cl)s1	?	0.0	-1.7	0.0	-78.6	-4.8	1.4	7.9
CCn1c(COc2ccccc2C)nnc1SCC(=O)NC1CCCC1	-0.4	nt	12.7	nt	nt	nt	-4.8	0.0
O=c1oc2ccc(C#CC3(O)CCCCC3)cc2cc1-n1cc(-c2ccsc2)nn1	-2.7	-1.5	13.6	0.0	-0.3	?	-0.1	-1.2
O=C(C[C@H]1CC[C@H](NC(=O)c2ccc3c(c2)OCO3)[C@@H](CO)O1)NCc1ccc(Cl)cc1	0.2	0.9	1.2	-0.2	-24.9	-4.2	-13.5	-1.4
Cc1nn2c(=O)c3c4c(sc3nc2n1-c1ccccc1)COC(C)(C)C4	0.4	-0.5	12.4	0.0	-2.2	-4.5	nt	4.9
O=C(CNCc1ccc(Cl)cc1)Nc1ccc2c(c1)OCCO2	-5.5	-3.1	-52.2	0.6	-4.5	1.7	0.8	-6.3

3 entries from above, with bars between the fields.
Molecule | ERp5 inh | CFTR F508del cor | PAX8 inh HTS | Xi reactivation | EWS-Fli inh | DENV2 CPE | ARNT-TACC3 inh | INS-1E GSIS act
COc1ccc(-n2c(SCC(=O)O)nc3sc4c(c3c2=O)CCC4)cc1 | 3.7 | -3.6 | 23.1 | 0.0 | 13.9 | nt | 7.1 | -0.2
O=C(N/N=C/c1cccc(O)c1)NC1CCCCC1 | -0.1 | -1.5 | -12.9 | 0.0 | -6.8 | 3.1 | 35.8 | 22.5
C[C@H](CO)N1C[C@H](C)[C@H](CN(C)Cc2ccc(C(=O)Nc3ccccc3N)cc2)Oc2ccc(NC(=O)CCC(F)(F)F)cc2C1=O | 4.5 | -2.2 | nt | 0.2 | 43.9 | 9.0 | -7.3 | 16.3

Later entries:
SMILES	ERp5 inh	CFTR F508del cor	PAX8 inh HTS	Xi reactivation	EWS-Fli inh	DENV2 CPE	ARNT-TACC3 inh	INS-1E GSIS act
COc1ccc(S(=O)(=O)N(C)C[C@@H]2OCCCC[C@H](C)Oc3ccc(NC(=O)Nc4ccc(C(F)(F)F)cc4)cc3C(=O)N([C@@H](C)CO)C[C@@H]2C)cc1	5.5	-3.0	38.6	0.0	4.9	6.7	-8.6	7.1
O=C(C[C@H]1CC[C@H](NC(=O)Nc2cc(F)ccc2F)[C@H](CO)O1)NCc1ccncn1	-8.6	0.4	-9.7	0.1	-3.9	0.5	1.1	-0.5
COc1ccccc1-c1ccc(SCC(=O)Nc2cc(C)on2)nn1	10.6	-2.3	7.9	0.0	4.0	-1.8	-1.0	3.3
Cc1ccc(CC2(C)C(=O)Nc3c(Cl)cccc32)cc1 (stereo not drawn)	1.2	-1.1	1.7	0.1	-9.7	4.8	nt	-13.9
CCCc1cc(C(=O)Nc2cccc(Cl)c2C)no1	2.7	-0.6	-62.3	0.1	-50.3	7.9	-0.6	-5.4
Cc1cc(Br)ccc1SCC(=O)OCC(=O)c1c(N)n(C)c(=O)n(C)c1=O	3.4	0.4	6.4	nt	-2.3	-3.6	-2.4	-13.1
Cc1cc(F)ccc1-c1cc(C(=O)NCc2ccc(C(F)(F)F)cc2)[nH]n1	-2.9	-1.7	-16.6	0.0	1.4	7.5	nt	-26.2
CC(=O)c1ccc(-c2cnc3c(NC=O)cc(-c4ccc(N5CCN(C)CC5)cc4)cn23)cc1	2.4	0.4	-38.1	0.3	-48.5	7.0	nt	nt
C[C@H](O)C#Cc1ccc([C@@H]2[C@H](CO)N3CCCCN(C(=O)Nc4ccccc4)C[C@@H]23)cc1	-2.7	0.9	-0.8	0.1	3.6	-2.3	-4.4	-4.9
COC(=O)Nc1ccc(S(=O)(=O)N2CCC(C(=O)N3CCC(C)CC3)CC2)cc1	2.9	-2.2	10.3	0.1	-11.3	2.5	-1.3	8.6
O=C(Cc1ccc([N+](=O)[O-])cc1)c1c(O)cc(O)cc1O	-9.7	-1.7	4.7	0.0	5.3	7.2	4.7	-39.4
Fc1ccc(NCc2cccnc2)cc1F	1.5	-0.5	nt	nt	15.8	-0.3	1.9	10.5
CN(C)CCNS(=O)(=O)c1ccc(N2CCN(c3ccc(F)cc3)CC2)c([N+](=O)[O-])c1	?	nt	16.3	0.1	14.2	nt	9.8	0.1
O=C(NCc1ccccc1)C1c2ccccc2OCC(=O)N1Cc1ccccc1 (stereo not drawn)	-1.9	-5.1	6.4	0.0	-2.9	-2.9	nt	-16.4
C[C@@H]1CN([C@@H](C)CO)C(=O)c2cc(N(C)C)ccc2O[C@@H]1CN(C)Cc1ccc(Oc2ccccc2)cc1	nt	3.3	83.6*	0.0	-9.2	nt	nt	-12.1
COCC(=O)N(C)C[C@H]1Oc2ncc(/C=C/c3ccccc3)cc2C(=O)N([C@@H](C)CO)C[C@H]1C	-4.3	-0.7	nt	0.2	-7.1	-4.9	-7.9	16.7
Cc1ccc2c(CN3CCN(c4ccc(Cl)c(Cl)c4)CC3)cc(=O)oc2c1	6.2	4.9	4.0	0.1	9.5	-15.1	nt	27.1
CC(/C=C/c1ccco1)=N/NC(=O)CNc1ccccc1C	-4.3	-1.6	4.2	0.0	2.5	-2.6	5.6	-8.3
O=C(c1ccncc1)N1CCCCN2[C@H](C1)[C@H](c1ccc(C#Cc3ccccn3)cc1)[C@@H]2CO	-4.2	-0.5	4.6	0.0	-9.9	-7.1	3.6	-2.1
O=C1S/C(=C\c2ccccc2)C(=O)N1CC(O)Cn1c2ccccc2c2ccccc21 (stereo not drawn)	nt	nt	-11.8	0.4	nt	nt	-1.8	2.2
Cc1c(NC(=O)c2cc(-c3ccc(F)cc3)on2)c(=O)n(-c2ccccc2)n1C	4.2	-0.4	-10.0	0.1	-1.2	0.4	1.1	12.3
Cc1ccccc1C(=O)NCC(=O)NNC(=S)NC(=O)c1ccccc1C	nt	nt	-12.4	0.2	nt	nt	13.3	-11.2
O=C1OCc2cc(NC(=O)C3COc4ccccc4O3)ccc21 (stereo not drawn)	6.9	-5.1	-16.2	0.3	-17.9	7.9	-5.7	1.7
COc1ccc(NC(=O)CSc2cc(C)ccc2C)cn1	-2.9	-1.6	-8.7	-0.6	-6.0	0.2	-2.0	-11.7
Nc1nc2c(ncn2[C@@H]2O[C@H](C(=O)NCCCc3ccccc3)[C@@H](O)[C@H]2O)c(=O)[nH]1	2.7	1.2	0.0	0.7	-3.3	-1.2	nt	nt
CC(=O)N(C)C[C@H]1Oc2cc(C#Cc3ccc(F)cc3)ccc2S(=O)(=O)N([C@H](C)CO)C[C@H]1C	-4.5	2.2	13.0	0.4	-12.9	-7.4	-0.8	-10.8
COc1cccc(S(=O)(=O)N(C)C[C@H]2Oc3cc(C#CCN(C)C)ccc3S(=O)(=O)N([C@H](C)CO)C[C@H]2C)c1	-1.8	-2.1	nt	0.1	18.6	13.1	-3.9	-10.0
CC1(C(=O)NS(=O)(=O)c2ccc(C#N)cc2)CCN1C(=O)CCc1ccc(Cl)cc1Cl (stereo not drawn)	5.4	-1.8	-0.6	0.0	1.9	5.1	nt	nt
Cn1cc(C=O)c2cc(S(=O)(=O)N3CCOCC3)ccc21	2.5	1.6	-5.0	0.0	-7.6	?	-11.3	13.0

Some of these compounds in order of SMILES length, rising:
SMILES	ERp5 inh	CFTR F508del cor	PAX8 inh HTS	Xi reactivation	EWS-Fli inh	DENV2 CPE	ARNT-TACC3 inh	INS-1E GSIS act
CCCc1cc(C(=O)Nc2cccc(Cl)c2C)no1	2.7	-0.6	-62.3	0.1	-50.3	7.9	-0.6	-5.4
O=C(Cc1ccc([N+](=O)[O-])cc1)c1c(O)cc(O)cc1O	-9.7	-1.7	4.7	0.0	5.3	7.2	4.7	-39.4
COCC(=O)N(C)C[C@H]1Oc2ncc(/C=C/c3ccccc3)cc2C(=O)N([C@@H](C)CO)C[C@H]1C	-4.3	-0.7	nt	0.2	-7.1	-4.9	-7.9	16.7
